GASC1 inh: inhibitors of human demethylase GASC-1 KDM4C; Q9H3R0; GST-KDM4C 2-372, H3K9me3 peptide, LANCE TR-FRET; inhibition, % at 12.5 µM; actives 0.15% (n = 96,000); AID 720574;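 active = mean replicate inhibition above about 25%, with at least 55% of replicates also reaching it, limit read from the data, passing the limit was not always enough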
Target sequence (Q9H3R0 2-372 limits assumed): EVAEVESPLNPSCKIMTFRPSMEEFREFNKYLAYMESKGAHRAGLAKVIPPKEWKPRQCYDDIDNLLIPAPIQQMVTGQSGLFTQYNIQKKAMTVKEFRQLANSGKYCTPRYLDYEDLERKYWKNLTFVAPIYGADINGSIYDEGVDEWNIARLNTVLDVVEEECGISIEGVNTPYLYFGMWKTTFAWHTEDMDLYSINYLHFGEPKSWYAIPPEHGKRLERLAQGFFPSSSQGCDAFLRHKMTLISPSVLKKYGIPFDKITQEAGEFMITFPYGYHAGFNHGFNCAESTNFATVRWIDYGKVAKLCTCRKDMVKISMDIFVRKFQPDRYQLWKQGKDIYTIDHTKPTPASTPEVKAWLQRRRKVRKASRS
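System – N-terminal GST-fused human GASC-1 (KDM4C) fragment, residues 2-372 · Input – enzyme final amount 10 nM · Technique – LANCE TR-FRET, Eu antibody, ULight-streptavidin, EDTA, ex 340 nm, em 618/671 nm · Medium – HEPES buffer, pH 7.5, plus ascorbate · Incubation – enzyme reaction 30 min, then detection 60 min, both room temperature · Reagent – H3K9me3 peptide with Fe(II)/2OG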
Tcruzi prolif: blocks T. cruzi growth in NIH3T3 culture. T. cruzi beta-gal in NIH3T3, GalScreen luminescence, 90 h. inhibition, % at 8.34 µM. actives 5.9% (n = 77,000);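 active = mean inhibition above about 93%, with at least 55% of replicates each passing it, limit read from the data, passing the limit was not always enough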
Pf Dd2 inh: blocks growth of Plasmodium falciparum Dd2 parasites | actives 2.3% (n = 94,000) | P. falciparum Dd2 growth, SYBR Green, 72 h; stronger effect = lower value | activity change, % at 10 µM; in the data active = activity change below about -80%
C diff HTS: C. difficile growth inhibition; actives 0.25% (n = 86,000); Clostridium difficile clinical isolate growth, OD600, 24 h; stronger effect = lower value; growth activity, negative = inhibition, % at 16 µg/mL (by protocol);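 active = mean growth activity at or below -80% and every replicate also at or below -80%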;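 note: 0% = DMSO wells and -100% = levofloxacin 16 µg/mL wells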
Numbers without * were called inactive; · = no result given. Outcome played no part in choosing rows; overall some 6.7% were active at least once.

nr	SMILES	GASC1 inh	Tcruzi prolif
1	CCCNC(=O)Nc1ccc2c(c1)OC[C@@H](C)N(C(=O)C1CCCCC1)C[C@H](C)[C@@H](OC)CN(C)C2=O	-0.1	-8
2	C[C@H](CO)N1C[C@H](C)[C@H](CN(C)C(=O)Nc2ccc(C(F)(F)F)cc2)Oc2ccc(NC(=O)NC3CCCCC3)cc2C1=O	-2.6	-41
3	C[C@H](CO)N1C[C@H](C)[C@H](CN(C)S(=O)(=O)c2ccc(F)cc2)Oc2ccc(NC(=O)CCCCCC(=O)Nc3ccccc3N)cc2C1=O	-2.4	·
4	CO[C@@H]1CN(C)C(=O)c2ccc(NC(=O)c3cc(C)on3)cc2OC[C@H](C)N(C)C[C@@H]1C	0.2	-7
5	O=C(C1CCC1)N1C[C@H]2[C@@H](c3ccccc31)[C@@H](CO)N2Cc1ccccc1	0.1	62
6	C[C@H]1CCCCO[C@H](CN(C)C(=O)Nc2cccc3ccccc23)[C@@H](C)CN([C@@H](C)CO)C(=O)c2cc(NC(=O)c3ccccc3)ccc2O1	-2.1	80
7	CNC(=O)C[C@@H]1CC[C@@H]2[C@H](COC[C@H](O)CN2Cc2ccncc2)O1	-0.8	-17
8	C[C@H](CO)N1C[C@H](C)[C@@H](CN(C)S(=O)(=O)c2cccs2)Oc2c(NC(=O)c3ccc(-c4nccs4)cc3)cccc2C1=O	-0.8	29
9	COc1ccc(C#Cc2ccc([C@@H]3[C@H](CO)N4C(=O)CN(C(=O)c5cccnc5)C[C@@H]34)cc2)cc1	-2.6	·
10	C[C@H]1CN([C@@H](C)CO)C(=O)c2cc(-c3ccccc3F)cnc2O[C@H]1CN(C)C(=O)C1CC1	0.8	29
11	Cc1noc(C)c1S(=O)(=O)Nc1cccc2c1O[C@@H](CN(C)C(=O)NC1CCCCC1)[C@@H](C)CN([C@@H](C)CO)C2=O	0.8	69
12	O=C(Cc1ccccn1)NCC[C@@H]1CC[C@H](NC(=O)Nc2ccccc2)[C@@H](CO)O1	0.9	8

nr	Pf Dd2 inh	C diff HTS
1	·	·
2	-21	-10
3	-37	-22
4	6	1
5	2	-4
6	-41	-3
7	5	-1
8	-8	-6
9	-2	-1
10	-3	·
11	2	·
12	-8	1

Continued.
nr	SMILES	GASC1 inh	Tcruzi prolif
13	C[C@@H]1CN([C@@H](C)CO)C(=O)c2cc(NC(=O)Nc3cccc4ccccc34)ccc2O[C@@H](C)CCCCO[C@H]1CN(C)Cc1ccc2c(c1)OCO2	-1.9	121*
14	COc1ccc2c3c(n(C)c2c1)[C@@H](CO)N(C(=O)c1ccc(F)cc1)CC31CCN(C(=O)Nc2ccc(F)cc2)CC1	0.0	·
15	C[C@@H]1CN([C@@H](C)CO)S(=O)(=O)c2ccc(-c3ccc(C(=O)N(C)C)cc3)cc2O[C@@H]1CN(C)C(=O)Cc1ccccn1	0.6	23
16	C[C@@H]1CN([C@@H](C)CO)C(=O)c2cccc(NC(=O)C3CCOCC3)c2O[C@@H]1CN(C)Cc1ccc(C(=O)O)cc1	0.3	29
17	C[C@H]1CN([C@@H](C)CO)C(=O)c2cc(NS(=O)(=O)c3ccc(Cl)cc3)ccc2O[C@@H]1CN(C)S(=O)(=O)c1ccc(F)cc1	4.1	65
18	O=C(C[C@@H]1C[C@H]2c3cc(NC(=O)Nc4ccc(C(F)(F)F)cc4)ccc3O[C@H]2[C@H](CO)O1)NCCc1ccccc1	0.8	62
19	COc1cccc(NC(=O)N[C@@H]2CC[C@H](CC(=O)N3CCN(C)CC3)O[C@H]2CO)c1	1.6	2
20	CCc1sc(N2[C@H](C#N)[C@H](c3ccccc3-c3ccc(F)cc3)[C@@H]2CO)nc1C	-1.5	·
21	CC(C)C#Cc1cnc2c(c1)C(=O)N([C@@H](C)CO)C[C@H](C)[C@H](CN(C)C(=O)Nc1ccc(F)cc1)O2	-2.0	102*
22	CCS(=O)(=O)Nc1ccc2c(c1)C(=O)N(C)[C@@H]1CC[C@H](CC(=O)OC)O[C@H]1CO2	0.3	5
23	CC(=O)N[C@H]1CC[C@H](CCNC(=O)C2CC2)O[C@@H]1CO	-1.7	6
24	COc1ccc(NC(=O)Nc2ccc3c(c2)[C@H]2C[C@@H](CC(=O)N4CCOCC4)O[C@H](CO)[C@H]2O3)cc1	2.5	-15

nr	Pf Dd2 inh	C diff HTS
13	-78	·
14	-87*	7
15	-3	34
16	22	-3
17	-26	2
18	-56	13
19	2	6
20	-15	-4
21	-34	12
22	-1	0
23	28	·
24	11	-3

Single records (already shown). Order of screens: GASC1 inh | Tcruzi prolif | Pf Dd2 inh | C diff HTS
CCS(=O)(=O)Nc1ccc2c(c1)C(=O)N(C)[C@@H]1CC[C@H](CC(=O)OC)O[C@H]1CO2 in the list: 0.3 | 5 | -1 | 0
CC(C)C#Cc1cnc2c(c1)C(=O)N([C@@H](C)CO)C[C@H](C)[C@H](CN(C)C(=O)Nc1ccc(F)cc1)O2 in the list: -2.0 | 102* | -34 | 12

New compounds follow
nr	SMILES	GASC1 inh	Tcruzi prolif
25	O=C(N[C@H]1CC[C@@H](CCNC(=O)C2CCCCC2)O[C@H]1CO)c1ccccn1	-1.7	42
26	COc1cccc(-c2ccc([C@@H]3[C@@H](CO)N4C(=O)CN(C(=O)C5CCOCC5)C[C@H]34)cc2)c1	0.0	·
27	Cc1ccc(S(=O)(=O)NCC[C@H]2CC[C@@H](NC(=O)CCN3CCCCC3)[C@H](CO)O2)cc1	2.2	-49
28	CCC(=O)NC[C@H]1[C@H](c2ccc(C3=CCCC3)cc2)[C@@H](CO)N1C(C)=O	-0.5	76
29	C[C@H](CO)N1C[C@H](C)[C@@H](CN(C)C(=O)NC2CCCCC2)Oc2ccc(NC(=O)Nc3cccc4ccccc34)cc2CC1=O	-1.4	46
30	C[C@@H]1CN([C@@H](C)CO)S(=O)(=O)c2ccc(-c3ccccc3)cc2O[C@H]1CN(C)S(=O)(=O)c1ccccc1F	-1.2	124*
31	C[C@H]1CCCCO[C@@H](CN(C)C(=O)CCCN(C)C)[C@@H](C)CN([C@@H](C)CO)C(=O)c2cc(NS(=O)(=O)c3ccccc3)ccc2O1	1.0	44
32	COCC(=O)N(C)C[C@H]1Oc2cc(C#CC(C)(C)O)ccc2S(=O)(=O)N([C@H](C)CO)C[C@H]1C	-0.2	·
33	CC(=O)N1[C@H](C(=O)NCc2ccccc2Cl)[C@@H](CO)[C@@H]2Cn3c(ccc(-c4cccnc4)c3=O)[C@@H]21	-0.6	21
34	C[C@@H]1CN([C@@H](C)CO)C(=O)CCCn2cc(nn2)CO[C@H]1CN(C)Cc1ccc(C(F)(F)F)cc1	-0.3	-15
35	COc1ccc(NC(=O)N2CC3(C2)CN(C(=O)CN2CCOCC2)[C@H](CO)c2[nH]c4cc(OC)ccc4c23)cc1	-0.7	·
36	C[C@@H]1CN([C@H](C)CO)S(=O)(=O)c2ccc(C#CCN(C)C)cc2O[C@H]1CN(C)Cc1ccc(F)cc1	15	115*

nr	Pf Dd2 inh	C diff HTS
25	-2	·
26	-45	-3
27	-26	0
28	-6	5
29	-48	4
30	-84*	-1
31	34	2
32	31	-1
33	3	-1
34	-1	·
35	-50	0
36	-70	-10

Next compounds:
nr	SMILES	GASC1 inh	Tcruzi prolif
37	C[C@@H]1CN([C@H](C)CO)S(=O)(=O)c2ccc(C#CC3CC3)cc2O[C@@H]1CN(C)C(=O)c1cccc(F)c1	0.7	·
38	CCNC(=O)C[C@H]1CC[C@@H]2[C@@H](COc3ccc(NC(=O)c4cccc(OC)c4)cc3C(=O)N2C)O1	0.0	-45
39	O=C(c1cnccn1)N1CC(=O)N2[C@@H](CO)[C@@H](c3ccc(-c4ccc(F)cc4)cc3)[C@@H]2C1	-0.4	·
40	C[C@H](CO)N1C[C@H](C)[C@H](CN(C)CC2CC2)Oc2ccc(NS(=O)(=O)c3cn(C)cn3)cc2CC1=O	-0.2	24
41	Cc1ccc(S(=O)(=O)N(C)C[C@@H]2Oc3ccc(NC(=O)c4ccncc4)cc3C(=O)N([C@@H](C)CO)C[C@H]2C)cc1	2.6	-7
42	COc1cccc(-c2ccc([C@H]3[C@@H](CO)N4C(=O)CN(C(=O)c5cccnc5)C[C@H]34)cc2)c1	-0.3	·
43	O=C(Nc1ccc2c(c1)[C@H]1C[C@@H](CC(=O)N3CCOCC3)O[C@@H](CO)[C@H]1O2)Nc1ccccc1F	3.4	-62
44	C[C@@H]1CN([C@@H](C)CO)C(=O)Cc2cc(NC(=O)CCCCCC(=O)Nc3ccccc3N)ccc2O[C@@H]1CN(C)Cc1ccc2c(c1)OCO2	-1.8	86
45	C[C@H]1CN([C@@H](C)CO)C(=O)Cc2cc(NC(=O)CCC(F)(F)F)ccc2O[C@@H]1CN(C)C	0.5	·
46	O=C(Nc1cc(F)ccc1F)N1CC(=O)N2[C@H](C1)[C@@H](c1ccc(-c3cccnc3)cc1)[C@@H]2CO	1.4	·
47	C[C@@H]1CCCCO[C@H](CN(C)C(=O)c2ccncc2)[C@H](C)CN([C@H](C)CO)C(=O)c2cc(NC(=O)c3ccncc3)ccc2O1	0.7	89
48	C[C@@H]1CN([C@H](C)CO)C(=O)c2cc(-c3ccncc3)cnc2O[C@H]1CN(C)C(=O)Nc1ccc2c(c1)OCO2	4.4	115

nr	Pf Dd2 inh	C diff HTS
37	-10	12
38	-14	-5
39	-52	-2
40	-6	-3
41	-11	-2
42	-67	8
43	12	-7
44	-30	-2
45	3	-1
46	28	3
47	29	-7
48	-42	-3

Entries above printed as active in Pf Dd2 inh.
| item | compound | GASC1 inh | Pf Dd2 inh |
| --- | --- | --- | --- |
| 14 | COc1ccc2c3c(n(C)c2c1)[C@@H](CO)N(C(=O)c1ccc(F)cc1)CC31CCN(C(=O)Nc2ccc(F)cc2)CC1 | 0.0 | -87* |
| 30 | C[C@@H]1CN([C@@H](C)CO)S(=O)(=O)c2ccc(-c3ccccc3)cc2O[C@H]1CN(C)S(=O)(=O)c1ccccc1F | -1.2 | -84* |

Other structures follow.
nr	SMILES	GASC1 inh	Tcruzi prolif
49	CCC(=O)N(C)C[C@H]1Oc2cc(C#CC(C)C)ccc2S(=O)(=O)N([C@@H](C)CO)C[C@H]1C	0.9	41
50	O=C(CN1CCOCC1)NCC[C@H]1CC[C@@H](NS(=O)(=O)c2ccc(F)cc2)[C@@H](CO)O1	-1.2	25
51	C[C@@H]1CN([C@H](C)CO)C(=O)c2cc(NC(=O)C3CC3)ccc2O[C@H]1CN(C)S(C)(=O)=O	-1.4	17
52	CN(C)C(=O)C[C@H]1CC[C@@H]2[C@H](COc3ccc(NC(=O)c4cnccn4)cc3C(=O)N2C)O1	7.4	-80
53	C[C@@H](NC(=O)C[C@@H]1CC[C@@H]2[C@H](COC[C@@H](O)CN2C(=O)Nc2ccccc2)O1)c1ccccc1	0.2	-14
54	CO[C@H](CN(C)Cc1cc(F)ccc1F)[C@@H](C)CN(C(=O)Nc1ccc(F)cc1)[C@@H](C)CO	1.2	-20
55	CN(C[C@@H]1[C@@H](c2ccccc2)[C@H](CO)N1C(=O)C1CC1)C(=O)c1ccccn1	0.3	21
56	C[C@H](CO)N1C[C@H](C)[C@@H](CN(C)S(=O)(=O)c2cn(C)cn2)Oc2ccc(NS(=O)(=O)c3cn(C)cn3)cc2C1=O	·	·
57	C[C@H](CO)N1C[C@H](C)[C@H](CN(C)S(=O)(=O)c2cccc(F)c2)OCc2ccccc2-c2ccccc2C1=O	0.3	-61
58	C[C@H]1CN([C@@H](C)CO)C(=O)Cc2cc(NC(=O)C3CCCCC3)ccc2O[C@@H]1CN(C)S(=O)(=O)c1ccccc1	-4.1	63
59	COc1ccc(NC(=O)N[C@H]2CC[C@H](CCNS(=O)(=O)c3cccc(Cl)c3)O[C@H]2CO)cc1	-1.1	-3
60	CN1c2ccc(Br)cc2[C@@H]2[C@@H](CCN2C(=O)Nc2cc(F)ccc2F)[C@@H]1CO	0.0	85

nr	Pf Dd2 inh	C diff HTS
49	-11	-8
50	-9	·
51	20	-2
52	-3	-2
53	10	·
54	-25	·
55	-51	12
56	70	-1
57	22	-1
58	-19	-3
59	-12	7
60	1	-10

Other entries follow:
nr	SMILES	GASC1 inh	Tcruzi prolif
61	Cc1ccc(S(=O)(=O)Nc2ccc3c(c2)C(=O)N([C@H](C)CO)C[C@H](C)[C@@H](CN(C)C(=O)c2ccncc2)OCCCC[C@H](C)O3)cc1	-0.6	24
62	COCC(=O)N1CC(=O)N2[C@H](CO)[C@@H](c3ccc(C#CC4CCCCC4)cc3)[C@H]2C1	-2.1	·
63	C[C@@H]1CN([C@H](C)CO)C(=O)c2cc(NC(=O)Nc3ccccc3)ccc2O[C@@H](C)CCCCO[C@@H]1CN(C)Cc1ccncc1	1.1	37
64	CCCC(=O)Nc1ccc2c(c1)C(=O)N(C)C[C@H](OC)[C@@H](C)CN(Cc1cncnc1)[C@H](C)CO2	-0.1	-34
65	CCCNC(=O)N(C)C[C@H]1Oc2ncc(C3=CCCC3)cc2C(=O)N([C@@H](C)CO)C[C@H]1C	1.2	·

nr	Pf Dd2 inh	C diff HTS
61	-36	·
62	-2	-17
63	-58	5
64	-46	0
65	3	-4
